IMPase inh: IMPase inhibition in cells. AID 901. P97697. 120,000 tested, under 10 active. CHO-M1 cells, IP1 accumulation, HTRF TR-FRET ratio. inhibition (IP1 accumulation), % at 46.1 µM; active = well fitted curve in the direction sought with a large enough effect in the signal ratio, not every such curve was filed as active; inconclusive = small, poorly fitted or top-dose-only effect, or a change in a side signal; inactive = no such curve, though single readings can be large or run the other way; the % refers to the signal ratio;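 also: cells stimulated with carbachol in lithium chloride buffer; plate controls were DMSO basal wells for no effect and reference inhibitor wells for full effect; higher means more IMPase inhibition seen as more IP1 and lower FRET ratio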
Target sequence (P97697 whole entry, looked up): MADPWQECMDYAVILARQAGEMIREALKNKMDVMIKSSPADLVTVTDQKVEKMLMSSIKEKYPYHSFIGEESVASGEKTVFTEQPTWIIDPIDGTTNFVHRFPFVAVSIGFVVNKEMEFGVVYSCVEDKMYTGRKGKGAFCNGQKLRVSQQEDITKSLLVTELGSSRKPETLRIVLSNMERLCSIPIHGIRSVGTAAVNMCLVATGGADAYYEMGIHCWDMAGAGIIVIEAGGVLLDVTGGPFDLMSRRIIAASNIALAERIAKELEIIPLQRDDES
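Measured: the HTRF emission ratio (665/620 nm) plus the 620 nm donor channel, each fitted to the Hill equation to give AC50. Cells were CHO-M1 given compounds up to 46 uM and a 30 min carbachol stimulation at 37C.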
15-hLO-2 inh: inhibitors of human 15-lipoxygenase 2 (ALOX15B). Potency, µM (titrated, usually from 57.1 µM), inactives show at the highest dose activity change, negative = inhibition, usual class: inhibitors. hit rate 0.56% among 110,000. AID 881. purified 15hLO-2, xylenol orange hydroperoxide absorbance; also: potency is read from the fitted curve at half-maximal effect; nearly all actives have a fitted effect of over 60% in size; many of its hits are not listed in these tables
Target sequence (O15296 whole entry, looked up): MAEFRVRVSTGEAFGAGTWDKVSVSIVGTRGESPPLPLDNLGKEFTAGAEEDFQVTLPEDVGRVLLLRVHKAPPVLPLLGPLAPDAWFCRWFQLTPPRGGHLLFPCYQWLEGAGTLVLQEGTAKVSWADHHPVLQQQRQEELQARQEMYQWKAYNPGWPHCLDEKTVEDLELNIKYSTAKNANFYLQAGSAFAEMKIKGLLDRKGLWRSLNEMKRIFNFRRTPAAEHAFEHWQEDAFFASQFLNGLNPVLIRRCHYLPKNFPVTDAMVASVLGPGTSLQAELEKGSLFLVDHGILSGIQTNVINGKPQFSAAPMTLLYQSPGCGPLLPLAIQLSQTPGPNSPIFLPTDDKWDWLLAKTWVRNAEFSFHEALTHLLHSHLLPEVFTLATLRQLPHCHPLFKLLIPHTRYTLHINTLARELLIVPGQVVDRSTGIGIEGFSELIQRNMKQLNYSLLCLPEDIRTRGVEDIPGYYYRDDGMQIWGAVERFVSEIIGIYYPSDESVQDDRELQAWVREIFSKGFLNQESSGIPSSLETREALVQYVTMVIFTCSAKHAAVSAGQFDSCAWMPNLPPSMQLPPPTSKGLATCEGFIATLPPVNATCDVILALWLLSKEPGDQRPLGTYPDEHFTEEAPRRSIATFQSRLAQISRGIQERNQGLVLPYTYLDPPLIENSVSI
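Purified human 15hLO-2 (50 nM) preincubated 15 min with compound, then 45 uM arachidonic acid for 90 min at RT in 25 mM Hepes pH 7.5, 0.01% Triton X-100. Hydroperoxide detected by Fe-xylenol orange; 573/405 nm absorbance ratio.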
ALOX12 inhib: 12-hLO (ALOX12) enzyme inhibition. P18054. hit rate 0.12% among 150,000. Potency, µM (series often up to 57.1 µM), inactives show at the highest dose activity change, negative = inhibition, usual class: inhibitors. purified 12-hLO, xylenol orange hydroperoxide absorbance; also: potency is read from the fitted curve at half-maximal effect; nearly all actives have a fitted effect of over 55% in size; many of its hits are not listed in these tables
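Xylenol orange chromogenic assay: hydroperoxide from 12hLO oxidises Fe(II), giving red-shifted Fe(III)-XO absorbance. Conditions: 150 nM enzyme, 40 uM arachidonic acid, 25 mM Hepes pH 7.0, 0.01% Triton X-100, 30 min, room temperature.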
PNC inhibitor: blocks assembly of the perinucleolar compartment. PC3M PTB-GFP, PNC prevalence imaging, 16 h; stronger effect = lower value. activity change (PNC), negative = inhibition, % at 10 µM. hit rate 3.1% among 140,000. AID 2417;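 active = readout at or below -70, meaning at least 70% loss of cells showing the perinucleolar compartment, a nuclear body marking cancer cells; inconclusive = readout between -30 and a set limit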;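 also: plate controls were DMSO wells for no effect and camptothecin positive control wells for full effect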
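Compounds are pinned in duplicate onto adhered PC3M cells stably expressing GFP-tagged PTB and incubated 16 h at 37 C. Cells are then fixed, nuclei stained with Hoechst, and PNC-positive cells counted.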
Numbers without * were called inactive; & = joins results of further samples; [ ] = remark or other dose. Unless noted, calls follow the shape of the dose curve; as a rule, active = well fitted curve in the direction sought with a large enough effect; inconclusive = small, poorly fitted or top-dose-only effect, or another doubt; inactive = no such curve, though single readings can be large; an effect the other way counts as inactive or inconclusive. Unless noted, % is scaled to controls: 0 for no effect and ±100 for the full control effect.

Screening CN1c2ccccc2C(C)(C)C12CC(c1ccc(S(=O)(=O)N3CCCCC3)cc1)=NO2 (stereo not given) returned ALOX12 inhib -2% and PNC inhibitor inconclusive.
`Cc1ccc(CNC(=O)C2C3C=CC(C3)C2C(=O)O)cc1` (stereo not given) gave IMPase inh -4, 15-hLO-2 inh -1%, ALOX12 inhib -5% and PNC inhibitor 34.
COc1cccc(C(=O)NCc2cn3ccsc3n2)c1 was read as IMPase inh -13, 15-hLO-2 inh 3%, ALOX12 inhib 3% and PNC inhibitor -15.
Screening Cc1ccc(-c2cc(C(F)(F)F)n3nc(C(=O)Nc4c(C)n(C)n(-c5ccccc5)c4=O)cc3n2)cc1 returned IMPase inh 2, 15-hLO-2 inh -4%, ALOX12 inhib 3% and PNC inhibitor inconclusive.
Screening COc1ccc(C(=O)N2CCC3(CCCN(Cc4cc(C(F)(F)F)cc(C(F)(F)F)c4)C3)CC2)cc1 returned 15-hLO-2 inh 25% and ALOX12 inhib 0%.
COc1ccc(-c2c3c(=O)n(C)c(=O)n(C)c3cn2-c2cccc(OC)c2)cc1 was read as IMPase inh inconclusive, 15-hLO-2 inh -6%, ALOX12 inhib -6% and PNC inhibitor inconclusive.
Screening C=CCSc1nc2sc(-c3ccccc3)cc2c(=O)n1N returned IMPase inh -2, 15-hLO-2 inh -2%, ALOX12 inhib -7% and PNC inhibitor -27.
`CS(=O)(=O)Nc1ccc(C(=O)NCc2ccco2)cc1` gave IMPase inh -3, 15-hLO-2 inh 4%[2.29 µM], ALOX12 inhib 5% and PNC inhibitor -13.
O=C(CCSCCc1ccccn1)Nc1nccs1 was read as IMPase inh 2, 15-hLO-2 inh 0%, ALOX12 inhib -3% and PNC inhibitor 7.
Fc1ccc(Cn2cnc3ccccc32)cc1 was read as IMPase inh 2, 15-hLO-2 inh 16%, ALOX12 inhib -8% and PNC inhibitor 37.
For Cc1nc(CC(=O)Nc2nc(-c3ccccc3)cs2)cs1 the results were IMPase inh -12, 15-hLO-2 inh -6%, ALOX12 inhib -5% and PNC inhibitor inconclusive.
`CN1CCN(C(=O)c2cnn(-c3ccccc3)c2NC(=O)c2cccs2)CC1` gave IMPase inh -5, 15-hLO-2 inh 2%, ALOX12 inhib 9% and PNC inhibitor -3.
For Cc1nnc2ccc(N3CCOCC3)nn12 the results were IMPase inh -6, 15-hLO-2 inh 3%, ALOX12 inhib 1% and PNC inhibitor -24.
For COc1c(F)c(F)c(C(=O)Nc2cccc(Cl)c2N2CCOCC2)c(F)c1F the results were IMPase inh 12, 15-hLO-2 inh -1%, ALOX12 inhib 0% and PNC inhibitor 5.
Nc1ccc2nc(SCc3ccc([N+](=O)[O-])cc3)sc2c1 was read as IMPase inh 2, 15-hLO-2 inh -12%, ALOX12 inhib -3% and PNC inhibitor -18.
NS(=O)(=O)c1ccc(CNC(=O)CC23CC4CC(CC(C4)C2)C3)cc1 was read as IMPase inh 0, 15-hLO-2 inh -6%, ALOX12 inhib -1% and PNC inhibitor -22.
`Cc1cc(C)c(S(=O)(=O)ON2C(=O)c3ccccc3C2=O)cc1C` gave IMPase inh 4, 15-hLO-2 inh -26%, ALOX12 inhib 2% and PNC inhibitor 62.
`O=C(NCc1ccco1)c1cc(S(=O)(=O)N2CCOCC2)ccc1Cl` gave IMPase inh 6, 15-hLO-2 inh 1%, ALOX12 inhib 9% and PNC inhibitor inconclusive.
For Cc1cc(N2CCCC2=O)cc(C)c1CN1C(=O)c2ccccc2C1=O the results were IMPase inh -7, ALOX12 inhib 5% and PNC inhibitor 28.
CCN(CC)CCn1c(=N)n(CCO)c2ccccc21 was read as IMPase inh 14, 15-hLO-2 inh 3%, ALOX12 inhib 1% and PNC inhibitor 12.
For N#CCSc1nc2ccccc2c(=O)n1-c1ccccc1 the results were IMPase inh -2, 15-hLO-2 inh -5%, ALOX12 inhib -6% and PNC inhibitor inconclusive.
For O=C(CCCOc1ccccc1)N1CCN(c2ccccn2)CC1 the results were IMPase inh -8, 15-hLO-2 inh -2%, ALOX12 inhib -4% and PNC inhibitor 19.
For O=C(OCc1ccc([N+](=O)[O-])cc1)C1CC(=O)N(c2ccccc2)C1 (stereo not given) the results were IMPase inh -3, 15-hLO-2 inh -1%, ALOX12 inhib -5% and PNC inhibitor -5.
Screening COc1ccc(-n2c(=O)c3ccccc3n(CC(=O)NC3CCCC3)c2=O)c(OC)c1 returned IMPase inh 2, 15-hLO-2 inh -8%, ALOX12 inhib -1% and PNC inhibitor inconclusive.

Structures above that contain a furan ring, fused or not, in the order listed:
`CS(=O)(=O)Nc1ccc(C(=O)NCc2ccco2)cc1` gave IMPase inh -3, 15-hLO-2 inh 4%[2.29 µM], ALOX12 inhib 5% and PNC inhibitor -13.
`O=C(NCc1ccco1)c1cc(S(=O)(=O)N2CCOCC2)ccc1Cl` gave IMPase inh 6, 15-hLO-2 inh 1%, ALOX12 inhib 9% and PNC inhibitor inconclusive.

Carrying on.
For O=C(CCCCCn1c(=O)[nH]c2ccccc2c1=O)NCCCN1CCN(c2ccccc2F)CC1 the results were IMPase inh 10, 15-hLO-2 inh 36%[activator], ALOX12 inhib 3% and PNC inhibitor inconclusive.
Screening CCOc1ccc(N2C(=O)c3cccnc3C2Nc2ccc(OC)cc2)cc1 (stereo not given) returned IMPase inh 6, 15-hLO-2 inh -23%, ALOX12 inhib -10% and PNC inhibitor 23.
O=C(CSc1nnc(-c2ccccn2)n1Cc1ccco1)c1ccc(-c2ccccc2)cc1 was read as IMPase inh -2, 15-hLO-2 inh 6%, ALOX12 inhib -5% and PNC inhibitor -5.
`C/C(=N\NC(=O)C1(C)CC1(Br)Br)c1ccc(NC(=O)c2ccc(C)o2)cc1` (stereo not given) gave ALOX12 inhib 0% and PNC inhibitor -21.
For CC1CC[C@@]23CCC4(C)[C@@]5(C)CCC6C(C)(C)C(=O)CC[C@@]6(C)C5C=C[C@@]4(OC2=O)C3C1C (stereo not given in full) the results were 15-hLO-2 inh -11% and ALOX12 inhib 2%.
Screening CC1CCCC(C)N1/N=C/c1cc(Br)c(O)c(Br)c1 (stereo not given) returned ALOX12 inhib -4% and PNC inhibitor 9.
For O=c1c2cn[nH]c2nc(SCc2ccccc2F)n1-c1ccc(Br)cc1 the results were ALOX12 inhib -5% and PNC inhibitor 71.
`C/C(=C\C(=O)c1ccc(C)o1)Nc1ccc2c(c1)OCO2` gave IMPase inh 5, 15-hLO-2 inh -1%, ALOX12 inhib -16% and PNC inhibitor 9.
For CCOC(=O)/C(=C\c1ccc([N+](=O)[O-])cc1)C(=O)c1cc(C(C)=O)c(Nc2ccccc2)s1 the results were IMPase inh 16, 15-hLO-2 inh -17%, ALOX12 inhib -3% and PNC inhibitor 78.
Screening CC(=O)c1nn(-c2cccc(Br)c2)cc1C(=O)c1ccc(Br)cc1 returned IMPase inh 0, 15-hLO-2 inh -7%, ALOX12 inhib -11% and PNC inhibitor 24.
O=C(COC(=O)CCc1ccccc1)NC(c1ccccc1)c1ccccc1 was read as ALOX12 inhib -4% and PNC inhibitor -6.
C=CCN1C(=O)CSc2ccc(C(=O)NCCC3=CCCCC3)cc21 was read as IMPase inh -3, 15-hLO-2 inh 2%, ALOX12 inhib 4% and PNC inhibitor -7.
Screening Cc1ccc(N/C=C/C(=O)c2ccc(C)cc2)cc1 returned IMPase inh -12, 15-hLO-2 inh 0%, ALOX12 inhib 2µM* and PNC inhibitor -7.
Screening c1cn2cc(CN3CCOCC3)nc2s1 returned IMPase inh -6, 15-hLO-2 inh 5%, ALOX12 inhib 0% and PNC inhibitor 16.
Cc1ccc(C(=O)N/C(=C/c2ccco2)C(=O)NCCCn2ccnc2)cc1 was read as ALOX12 inhib 4% and PNC inhibitor -15.
For CS(=O)(=O)N(CC(=O)Nc1c(F)cccc1F)c1cccc([N+](=O)[O-])c1 the results were IMPase inh inconclusive, 15-hLO-2 inh -4%, ALOX12 inhib -4% and PNC inhibitor 7.
For CCCSc1nnc2[nH]c(=O)cc(N)n12 the results were IMPase inh 4, ALOX12 inhib 1% and PNC inhibitor 77.
CCOc1cc(/C=C2/NC(=O)N(Cc3ccccc3F)C2=O)ccc1O was read as IMPase inh -2, ALOX12 inhib -3% and PNC inhibitor -10.
CCS(=O)(=O)c1ccc2oc(SCC(=O)NC(C)C3CC4CCC3C4)nc2c1 (stereo not given) was read as IMPase inh 1, 15-hLO-2 inh -6%, ALOX12 inhib -1% and PNC inhibitor 23.
COc1ccc(CCNc2oc(Cc3ccccc3)nc2C#N)cc1OC was read as IMPase inh 1, 15-hLO-2 inh 1%, ALOX12 inhib -7% and PNC inhibitor 24.
Screening COc1ccc(N2CCN(C(=O)c3ccc(C)cc3)CC2)c([N+](=O)[O-])c1 returned ALOX12 inhib -2% and PNC inhibitor 10.
N/C(=N\OCC(=O)Nc1ccccc1)c1nonc1N was read as IMPase inh 1, ALOX12 inhib -4% and PNC inhibitor -16.
CN(C)CCCNCCCNC(=O)c1ccccn1 was read as IMPase inh 0, 15-hLO-2 inh 5%, ALOX12 inhib -5% and PNC inhibitor -13.
O=C1c2cccc3cccc(c23)C(=O)N1c1nccs1 was read as IMPase inh 4, 15-hLO-2 inh -4%, ALOX12 inhib 0% and PNC inhibitor 19.

Grouped by structure, those above with bromine
`C/C(=N\NC(=O)C1(C)CC1(Br)Br)c1ccc(NC(=O)c2ccc(C)o2)cc1` (stereo not given) gave ALOX12 inhib 0% and PNC inhibitor -21.
Screening CC1CCCC(C)N1/N=C/c1cc(Br)c(O)c(Br)c1 (stereo not given) returned ALOX12 inhib -4% and PNC inhibitor 9.
For O=c1c2cn[nH]c2nc(SCc2ccccc2F)n1-c1ccc(Br)cc1 the results were ALOX12 inhib -5% and PNC inhibitor 71.
Screening CC(=O)c1nn(-c2cccc(Br)c2)cc1C(=O)c1ccc(Br)cc1 returned IMPase inh 0, 15-hLO-2 inh -7%, ALOX12 inhib -11% and PNC inhibitor 24.

The list continues:
Screening CCOC(=O)c1ccc(N=c2sc(C(=O)OC)cc(=O)n2-c2ccc(C(=O)OCC)cc2)cc1 returned ALOX12 inhib -3% and PNC inhibitor 81.
CC(C)CC1(C(=O)NCCN2CCOCC2)C=CCN1C(=O)c1ccccc1 (stereo not given) was read as 15-hLO-2 inh -5%, ALOX12 inhib -4%&-2% and PNC inhibitor 23.
For CCOC(=O)N1CCN(C(=O)c2cc(OC)cc(OC)c2)CC1 the results were IMPase inh 0, 15-hLO-2 inh 16%, ALOX12 inhib 4% and PNC inhibitor 135.
Cc1cccc(C)c1OCC(=O)Nn1c(COc2ccccc2)nc2ccccc2c1=O was read as IMPase inh 0, 15-hLO-2 inh -3%, ALOX12 inhib -2% and PNC inhibitor -1.
For CCOC(=O)c1sc(NC(=O)CCSC)nc1C the results were IMPase inh 9, 15-hLO-2 inh -17%, ALOX12 inhib -4% and PNC inhibitor -18.
Screening FC(F)(F)c1ccc(CN2C[C@@H]3C(c4ccc(C(F)(F)F)cc4)C4(c5cccnc5)CC3(C4)[C@H]2c2ccccc2)cc1 (stereo not given in full) returned 15-hLO-2 inh 18% and ALOX12 inhib 5%.
For CCCC(C)n1[nH]c(=O)cc1N (stereo not given) the results were IMPase inh 8, ALOX12 inhib 2% and PNC inhibitor -28.
For N#Cc1c[nH]n2c(=O)c3c(nc12)CCCC3 the results were IMPase inh -7, 15-hLO-2 inh 6%, ALOX12 inhib 3% and PNC inhibitor 6.
`Cc1cc(NC(=O)CSc2nccn2-c2ccc(Cl)cc2)no1` gave IMPase inh 7, 15-hLO-2 inh 0%, ALOX12 inhib 4% and PNC inhibitor 3.

Screening results: PubChem, National Center for Advancing Translational Sciences (NCATS)

Only part of the results is shown, so the mix of outcomes need not match the whole.
